Platelet DG rel – inhibitors of platelet dense granule secretion, primary screen, cell-based, MLPCN, human platelets; human platelet-rich plasma, SFLLRN dense granule ATP release, luminescence; inhibition, %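 (compounds screened at 7.5 µM in platelet-rich plasma)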; 0.22% of 300,000 active; AID 1663, 2009;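 active = mean replicate score, as percent of positive control, at or above 50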
HSF1 inhib – HSF1 inhibitors in luciferase reporter cells, primary screen, cell-based, NIH3T3, luminescence | NIH3T3-HGL HSE-luciferase, MG132-induced, luminescence 8 h; stronger effect = lower value | activity change, negative = inhibition, % at 7.5 µM (by protocol) | 0.77% of 300,000 active;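 active = more than half of replicate wells show activity change below -50%, luminescence cut by over half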;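 note: luciferase reports HSF-1 transcriptional activity via heat shock element; 0% = median of DMSO wells and -100% = zero luminescence signal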
HSF-1 act – HSF-1 activators, primary screen, NIH3T3-HGL cells, MG132 stress, luminescence, single point | NIH3T3-HGL HSF-1 luciferase reporter, 8 h; 100% = twice DMSO control signal | activation, % at 9 µM | 1.7% of 300,000 active | AID 504408, 2011;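 active = mean replicate activation of at least 50% with a set share of replicates each reaching 50%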;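 note: 0% = median of the neutral control wells and 100% = twice that signal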
GSK3 alpha inh – blockers of GSK3A enzyme activity – biochemical, luminescence, cell-free homogeneous, HTS, primary screen. inhibition, % at 10 µM. Glycogen synthase kinase-3 alpha (Homo sapiens), P49840. GSK-3 alpha kinase, ADP-Glo luminescence, 60 min. AID 2650, 2010. 0.1% of 320,000 active;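 in the data active = inhibition above about 50%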;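 note: GST-tagged GSK-3 alpha with peptide substrate and 25 µM ATP; 0% = DMSO neutral wells and 100% = GW8510 positive control wells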
Target sequence (P49840 whole entry, looked up): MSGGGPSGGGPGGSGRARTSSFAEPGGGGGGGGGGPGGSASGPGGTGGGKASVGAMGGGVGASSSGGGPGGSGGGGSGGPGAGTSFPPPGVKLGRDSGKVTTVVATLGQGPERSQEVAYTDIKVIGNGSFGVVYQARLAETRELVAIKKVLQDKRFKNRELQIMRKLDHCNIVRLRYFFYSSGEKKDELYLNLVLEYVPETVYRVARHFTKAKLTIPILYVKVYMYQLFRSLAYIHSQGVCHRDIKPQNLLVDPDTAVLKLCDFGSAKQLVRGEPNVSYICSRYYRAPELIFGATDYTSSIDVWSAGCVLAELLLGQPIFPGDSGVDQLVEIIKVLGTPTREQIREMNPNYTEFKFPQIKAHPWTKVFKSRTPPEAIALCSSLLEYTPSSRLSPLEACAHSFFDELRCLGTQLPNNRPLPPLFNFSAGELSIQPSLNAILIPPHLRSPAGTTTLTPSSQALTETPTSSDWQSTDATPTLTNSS
GSK3beta inhib – human GSK3beta kinase inhibitors, primary screen, biochemical, cell-free homogeneous, HTS; 0.038% of 300,000 active; AID 2097, 2009; GST-GSK3beta kinase, ADP-Glo luminescence, 60 min; stronger effect = lower value; activity score (negative = inhibition), % at 10 µM; Glycogen synthase kinase-3 beta (Homo sapiens), P49841;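 active = more than half of replicate wells score below -50%, meaning over 50% inhibition versus plate controls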;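 note: 0% = median DMSO wells and -100% = median GW8510 positive control wells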
Target sequence (P49841 whole entry, looked up): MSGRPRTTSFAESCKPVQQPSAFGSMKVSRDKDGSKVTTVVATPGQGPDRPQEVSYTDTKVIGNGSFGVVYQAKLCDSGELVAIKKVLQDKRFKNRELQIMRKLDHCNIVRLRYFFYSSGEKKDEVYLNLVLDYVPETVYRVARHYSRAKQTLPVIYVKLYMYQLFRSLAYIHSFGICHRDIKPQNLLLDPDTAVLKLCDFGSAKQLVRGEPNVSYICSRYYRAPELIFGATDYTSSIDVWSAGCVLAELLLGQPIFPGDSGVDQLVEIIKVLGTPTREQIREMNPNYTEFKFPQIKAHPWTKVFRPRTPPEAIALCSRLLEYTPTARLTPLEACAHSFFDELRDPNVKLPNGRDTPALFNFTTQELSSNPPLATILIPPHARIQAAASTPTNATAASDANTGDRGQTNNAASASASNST
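Test system: GST-tagged human GSK3beta kinase, cell-free; evaluation: activity score scaled between in-plate DMSO and GW8510 controls; measured by: ADP-Glo luminescence; incubation: 60 min reaction, RT; benchmarks: DMSO and 20 µM GW8510; reagent: peptide substrate plus 25 µM ATP (final); medium: Tris/MgCl2 kinase buffer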
aSyn UTR inh – MLPCN primary screen, SNCA 5' untranslated region. alpha-synuclein 5'UTR reporter, inhibitor activity. AID 1813, 2009. 0.82% of 300,000 active. inhibition, % (tested at 7.5 µM); in the data active = inhibition above about 60%;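 note: H4 neuroglioblastoma cells stably carrying SNCA 5'UTR luciferase fusion; 0% = DMSO wells and 100% = positive control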
HSP90 inh – HSP90 inhibitors, primary screen, cell lysate, luminescence; Heat shock protein HSP 90 (rabbit reticulocyte lysate; luciferase refolding); Rabbit reticulocyte lysate, luciferase refolding luminescence, 3 h; inhibition, % at 5.6 µM; 0.91% of 290,000 active;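 active = inhibition above the screen-wide mean plus 3 SD, computed separately per campaign, cut at about 16% in these data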;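 note: 0% = DMSO wells and 100% = 60 µM geldanamycin wells; inhibitors lower the luminescence because luciferase stays unfolded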
KLF5 inhibitor – KLF5 expression inhibitors, primary screen, DLD-1 cells, luminescence. DLD-1 KLF5 promoter-luciferase reporter. inhibition, % at 5 µM. 0.23% of 290,000 active;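 active = inhibition above a per-plate limit of that plate's mean compound inhibition plus 3 SD, cut at about 60% in these data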;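 note: 0% = DMSO wells and 100% = LY294002 at 200 µM; higher means less KLF5 promoter-driven luciferase light; inactives centre near -14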
IEC-6 cytotox – cytotoxicity in IEC-6 intestinal epithelial cells, primary screen, cytotoxicity control for KLF5 inhibitor project, cell-based, luminescence; IEC-6 cytotoxicity, luminescence viability; inhibition, % at 5 µM; 0.78% of 290,000 active; AID 1825, 2009; in the data active = inhibition above about 22%;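 note: 0% = plate median of test compound wells and 100% = cytotoxic reference compound wells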
DYRK1A inh – rat Dyrk1A kinase inhibitors, primary screen, biochemical, single point, plate reader. ADP-Glo luminescence, NFATc1 peptide. Dual specificity tyrosine-phosphorylation-regulated kinase 1A (Rattus norvegicus), Q63470. 0.43% of 310,000 active. inhibition, % at 12.5 µM. AID 504441, 2011; in the data active = inhibition above about 50%;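 note: plate controls were vehicle with enzyme for no effect and no enzyme for full effect; many of its hits are not listed in these tables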
Numbers without * were called inactive; · = not tested or not shown.

SMILES | Platelet DG rel | HSF1 inhib | HSF-1 act | GSK3 alpha inh | GSK3beta inhib | aSyn UTR inh | HSP90 inh | KLF5 inhibitor | IEC-6 cytotox | DYRK1A inh
COc1cccc(/C=C/c2ccccn2)c1O | 6 | 28 | 35 | -1 | -1 | -98 | 17* | -78 | 4 | -1
Cc1csc(N(C(=O)Cc2ccccc2F)c2ccccc2)n1 | -7 | -11 | -28 | 0 | 2 | 22 | 1 | -14 | 1 | -9
CCn1cc(Br)c(C(=O)Nc2nccs2)n1 | -2 | 7 | 27 | -1 | 1 | -45 | -2 | -13 | -2 | 3
Cc1ccc(Nc2nc(C)cc(C)n2)c(Br)c1 | 7 | -2 | -2 | -4 | 2 | -39 | 1 | 24 | 5 | -3
CCOc1ccc(C(C)=O)cc1CN1C(=O)c2ccccc2S1(=O)=O | -3 | -11 | -5 | -1 | 4 | 20 | 2 | -28 | -3 | -2
CN(CC(=O)Nc1ccc(F)cc1)C(=O)CCc1ccccc1 | 1 | -9 | 4 | -2 | -2 | 24 | 4 | -17 | 1 | 0
CCN(CC)CCOC(=O)C1(c2ccccc2)CCOCC1 | 4 | 1 | 28 | 3 | 3 | -13 | -1 | 3 | -6 | 1
O=C(Nc1cccc(-n2cnnn2)c1)c1ccco1 | -6 | -3 | 4 | 0 | -8 | 3 | 0 | -2 | -2 | 22
O=C(O)/C=C\C(=O)Nc1ccc(N2CCN(c3ccc(Cl)c(Cl)c3)CC2)cc1 | -3 | · | · | 0 | -1 | -19 | 2 | -2 | -2 | 5
CCN(CC)S(=O)(=O)c1ccc(NC(=O)CSc2ncnc3ccccc23)cc1 | 7 | 1 | 24 | -1 | 2 | -34 | 4 | -7 | 0 | -7
CCc1cc2ccc(C)c(C)c2nc1SCC(=O)Nc1cc(C)on1 | -3 | 4 | 32 | -1 | -2 | 30 | -1 | 0 | 35* | -6
N#CCc1cnc2ccccc2n1 | 6 | -25 | -32 | 0 | -5 | -10 | 2 | -10 | 5 | ·

2 compounds picked at random from the list so far, as already listed:
SMILES | Platelet DG rel | HSF1 inhib | HSF-1 act | GSK3 alpha inh | GSK3beta inhib | aSyn UTR inh | HSP90 inh | KLF5 inhibitor | IEC-6 cytotox | DYRK1A inh
CCn1cc(Br)c(C(=O)Nc2nccs2)n1 | -2 | 7 | 27 | -1 | 1 | -45 | -2 | -13 | -2 | 3
CCN(CC)S(=O)(=O)c1ccc(NC(=O)CSc2ncnc3ccccc23)cc1 | 7 | 1 | 24 | -1 | 2 | -34 | 4 | -7 | 0 | -7

Going on with the list:
SMILES | Platelet DG rel | HSF1 inhib | HSF-1 act | GSK3 alpha inh | GSK3beta inhib | aSyn UTR inh | HSP90 inh | KLF5 inhibitor | IEC-6 cytotox | DYRK1A inh
c1ccc2[nH]c(-c3cnco3)cc2c1 | 1 | -4 | -2 | 2 | -5 | 16 | 7 | -42 | 9 | 2
CS(=O)(=O)c1cccc(NC(=O)C2CCCN2S(=O)(=O)c2ccc(F)cc2)c1 (stereo not drawn) | 28 | 2 | 2 | -1 | 3 | -8 | -2 | -1 | 4 | 0
CCC(NC(=O)N(Cc1ccccc1)Cc1ccc2c(c1)OCO2)(C(F)(F)F)C(F)(F)F | 0 | -2 | -14 | 0 | 3 | 18 | -3 | -9 | 2 | 2
CC(C)C[C@H](NC(=O)OC(C)(C)C)c1nnc(SCc2cccc(F)c2)o1 | 6 | 13 | 6 | 1 | 3 | 13 | -2 | -20 | -1 | -5
CCNC(=O)CN(c1ccc(CC)cc1)S(C)(=O)=O | 5 | 1 | -13 | 0 | 3 | 3 | -6 | 11 | 4 | 5
C=C1CCN([C@@H](Cc2ccccc2)C(=O)NCCC(C)C)S(=O)(=O)c2ccccc21 | 6 | 7 | 5 | 2 | -2 | 9 | · | · | · | 6
Cc1ccc(-n2c(C)nnc2SC(C)C(=O)N2CCCC2)cc1 (stereo not drawn) | -14 | -3 | -12 | -2 | -3 | -12 | -6 | 1 | 0 | -2
COc1ccc(OC)c(C2=NOC(C(=O)NCc3cccnc3)C2)c1 (stereo not drawn) | -5 | 8 | -8 | 0 | 1 | 7 | -3 | -3 | 3 | -11
O=C(Nc1ccccc1)c1cccc(Cn2cc(C(F)(F)F)ccc2=O)c1 | -1 | -4 | -1 | 1 | 2 | 11 | 6 | -22 | -6 | -3
COc1ccc(C(=O)NCc2nnc(SCC(=O)Nc3nnc(C)s3)o2)cc1 | 21 | -8 | -3 | 2 | 1 | 18 | -1 | -6 | 3 | 6
CN1CCN(C(=O)c2cc([N+](=O)[O-])cc([N+](=O)[O-])c2)CC1 | 1 | -64* | -72 | 0 | -4 | 20 | -2 | -1 | 6 | 3
CC1(c2ccccc2)NC(=O)N(CC(=O)NC(=O)NCc2ccco2)C1=O (stereo not drawn) | -5 | -3 | -5 | 1 | 1 | -6 | 2 | -9 | 1 | 5
CC(C)[C@H]1C=C(C(=O)O)O[C@@H](OCc2ccc(CO)cc2)C1 | -1 | 0 | 10 | -4 | 3 | 12 | · | · | · | 5
CCOC(=O)C1=C(C)NC2=C(C(=O)CCC2)C1c1cc(OC)ccc1OC (stereo not drawn) | -1 | 3 | -1 | 3 | 2 | -5 | 1 | -18 | -4 | -6
CCN(CC)S(=O)(=O)c1cc(NC(=O)Cn2ncc(Cl)c(Cl)c2=O)ccc1C | -1 | 81 | 120* | -1 | -2 | -99 | 5 | 5 | 14 | 1
O=C(CSc1ncn[nH]1)N1CCOCC1 | -3 | -2 | -5 | 0 | 1 | 9 | -2 | -15 | -5 | 8
Cc1c(NC(=O)Nc2ccccc2[N+](=O)[O-])c(=O)n(-c2ccccc2)n1C | 0 | -5 | 12 | 1 | -5 | 10 | 1 | -27 | 4 | -6
O=C(O)C1CCN(S(=O)(=O)c2ccc(N3CCC(O)CC3)c([N+](=O)[O-])c2)CC1 | -9 | 1 | -9 | -1 | 3 | -3 | 1 | -21 | -7 | -3
CC(C)(C)OC(=O)C(Cc1ccc(OC(C)(C)C)cc1)NC(=O)CNC(=O)OCc1ccccc1 (stereo not drawn) | 21 | 0 | 32 | -3 | 2 | 20 | 4 | -25 | 1 | 2
CCn1c(CCC(=O)Nc2nc3c(s2)CCCC3)nc2cc(S(=O)(=O)N(C)C)ccc21 | 0 | 4 | 0 | 0 | 0 | -9 | 0 | -24 | -5 | -3
CCN(CC)C(=S)SCC(=O)Nc1nc(=O)c2ccccc2s1 | -8 | -70* | -75 | -4 | 1 | -35 | -2 | -37 | -3 | -3
Cc1c(C(=O)OCC(=O)N2C(C)CCCC2C)oc2ccccc12 (stereo not drawn) | -7 | 10 | 30 | 3 | 0 | -118 | 4 | -100 | 7 | -7
CCN(CC)CC(=O)Nc1ccc(C)cc1Br | -2 | 7 | 5 | -1 | -2 | -77 | 0 | -41 | 1 | -2
COc1ccc(-c2nnc(NC(=O)c3ccco3)s2)cc1 | 6 | 18 | 27 | -3 | -2 | -122 | 2 | -102 | 8 | 3
CN1CCN(CC(O)COc2ccccc2)CC1 (stereo not drawn) | 11 | -10 | -9 | 1 | · | 7 | -2 | -33 | 0 | -5
COc1ccc(NC(=O)c2cccnc2SC)cc1S(=O)(=O)N1CCCCC1 | 5 | 6 | -1 | -5 | -1 | 5 | -3 | 7 | -1 | -1
Cc1nnc(SCC(=O)N2CC(=O)Nc3ccccc32)n1Cc1ccccc1 | -6 | -4 | 7 | -1 | 2 | 13 | -1 | -24 | 1 | -32
COC(=O)CSc1cc(C)nc(NC(C)=O)n1 | 4 | 0 | -4 | 0 | -1 | 17 | 0 | 1 | -2 | 1
CCN(CC)CCNC(=O)c1ccc(NC(=O)c2ccccc2-c2ccc(C(F)(F)F)cc2)cc1 | -2 | 8 | 19 | 0 | -3 | -27 | 2 | -2 | -3 | 0
O=C(CCc1ccccc1)OCC(=O)c1ccc([N+](=O)[O-])cc1 | 0 | -3 | 9 | · | 3 | -9 | 7 | -18 | 1 | 6
CCCCN(C)CCNC(=O)c1cc2cc3ccc(OC)cc3nc2o1 | 1 | 2 | -15 | 0 | -2 | -15 | -1 | -3 | 10 | 44
CCc1nccn1CCC(=O)NC1CC(C)(C)Cc2c1cnn2-c1cccc(F)c1 (stereo not drawn) | -9 | 1 | -13 | -2 | 0 | -14 | -4 | -11 | 6 | -4
Cc1ccc(NC(=O)CN(c2ccccc2F)S(C)(=O)=O)cc1 | -1 | -8 | -12 | 0 | 0 | -1 | -3 | 5 | 4 | 9
Cc1ccc(NC(=O)CCC(=O)c2cccs2)c(Br)c1 | -3 | 14 | 33 | -3 | -20 | -79 | -3 | -84 | 0 | -10
COc1cc(/C=C/C(=O)O)cc(S(=O)(=O)Nc2ccccc2Oc2ccccc2)c1OC | -7 | -11 | 2 | -3 | 4 | 5 | -3 | -12 | 4 | 1
CC(CNC(=O)CN1C(=O)COc2ccc(S(=O)(=O)N3CCCCC3)cc21)c1ccccc1 (stereo not drawn) | 4 | -3 | 6 | -1 | 2 | 1 | -2 | -12 | -2 | 2
c1ccc(-n2nnnc2-c2cccnc2)cc1 | 0 | -4 | 4 | -1 | 1 | -8 | 3 | -31 | 4 | -3
COc1ccccc1CC(=O)NC1CCN(Cc2ccccc2)CC1 | -12 | -8 | 8 | 5 | 3 | -10 | 1 | 4 | -2 | 1
COc1ccc(N2CCN(CC(O)COc3cc(C)cc(C)c3)CC2)cc1 (stereo not drawn) | -8 | -4 | -4 | 7 | 0 | -10 | 1 | 3 | -9 | -2
CC1CCCN(C(C(=O)NC2CCCCC2)c2cc3c(cc2[N+](=O)[O-])OCO3)C1 (stereo not drawn) | -10 | -3 | 16 | 0 | 1 | -81 | -3 | -31 | -6 | 0
CCOc1ccccc1NC(=S)NC1CC2CCC1C2 (stereo not drawn) | -11 | -1 | 20 | 8 | 1 | 1 | 1 | -1 | 0 | 2
O=C(Nc1ccccc1)C1=C[C@@H](c2ccc(Br)cc2)C[C@@H](OCCCCO)O1 | 0 | 5 | 23 | · | -6 | -95 | 7 | -39 | 2 | 4
CCCNC(=O)/C(=C/c1cn(S(=O)(=O)N(C)C)c2ccccc12)NC(=O)c1ccc(OC)cc1 | -14 | 3 | 5 | 1 | 0 | -12 | -2 | 21 | -13 | 0
O=C1c2ccccc2C(Nc2ccc(S(=O)(=O)N3CCCCC3)cc2)N1c1ccccn1 (stereo not drawn) | 14 | 5 | -5 | 3 | -1 | -28 | 2 | 3 | 0 | 4
COc1ccc(CN2C(=O)NC(C)(c3ccc(C)cc3)C2=O)cc1F (stereo not drawn) | -23 | 28 | 35 | -1 | 4 | 9 | 1 | -7 | 4 | -2

Source: PubChem (several laboratories)

An excerpt; the hit share may differ from the screen's.
